TDP1 cell noCPT: qHTS for Inhibitors of human tyrosyl-DNA phosphodiesterase 1 (TDP1): qHTS in cells in absence of CPT. DT40 Tdp1-/- hTDP1 cells, no CPT, ATP luminescence, 48 h. Potency, µM (series often up to 46.2 µM), inactives show at the highest dose activity change, negative = growth inhibition, most hits filed as inhibitors. 420,000 tested, 15% active. AID 686978, 2013; note: nearly all actives have a fitted effect of over 55% in size
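A cellular qHTS used chicken DT40 cells lacking endogenous Tdp1 but carrying stably transfected human TDP1. Compounds were applied without camptothecin, and cell growth kinetics were judged by ATP-dependent luminescence after ≥48 hr.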
KAT2A inh: inhibitors of human GCN5L2 histone acetyltransferase; Q92830; Potency, µM (top dose mostly 58.9 µM), for the others: at the highest dose activity change, negative = inhibition, most hits filed as inhibitors; AID 504327; 390,000 tested, 0.21% active; GCN5L2 HAT assay, ThioGlo1 CoA-SH fluorescence
Target sequence (Q92830 whole entry, looked up): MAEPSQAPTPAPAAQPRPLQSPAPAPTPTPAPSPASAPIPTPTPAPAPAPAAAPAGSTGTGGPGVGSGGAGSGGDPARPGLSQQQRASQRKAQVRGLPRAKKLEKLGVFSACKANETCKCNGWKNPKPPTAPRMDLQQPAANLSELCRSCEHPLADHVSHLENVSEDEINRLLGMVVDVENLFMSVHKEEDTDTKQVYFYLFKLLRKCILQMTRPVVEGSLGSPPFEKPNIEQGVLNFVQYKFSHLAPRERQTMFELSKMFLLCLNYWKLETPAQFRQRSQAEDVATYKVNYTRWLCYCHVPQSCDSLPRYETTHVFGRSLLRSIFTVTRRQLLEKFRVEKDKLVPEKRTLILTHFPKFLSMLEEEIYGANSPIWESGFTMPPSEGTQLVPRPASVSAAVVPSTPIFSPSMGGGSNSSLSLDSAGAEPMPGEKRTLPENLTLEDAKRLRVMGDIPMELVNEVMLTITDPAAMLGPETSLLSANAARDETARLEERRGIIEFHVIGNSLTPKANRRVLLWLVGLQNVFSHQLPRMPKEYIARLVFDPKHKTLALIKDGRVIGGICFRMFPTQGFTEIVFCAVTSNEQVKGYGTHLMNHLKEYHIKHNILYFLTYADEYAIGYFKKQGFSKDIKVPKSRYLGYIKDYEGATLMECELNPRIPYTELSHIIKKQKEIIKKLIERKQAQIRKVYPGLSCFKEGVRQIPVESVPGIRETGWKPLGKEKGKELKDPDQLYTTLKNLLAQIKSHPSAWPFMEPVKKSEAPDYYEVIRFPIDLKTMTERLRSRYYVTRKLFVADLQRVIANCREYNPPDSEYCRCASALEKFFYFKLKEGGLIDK
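GCN5L2 (20 nM) in 50mM HEPES pH 7.5, 0.1mM EDTA, 0.01% Tween-20 preincubated 15 min with compounds at room temperature. Reaction started with H3(1-25) 75uM, acetyl-CoA 70uM, ThioGlo1 50uM; CoA-thiol fluorescence (Ex340/Em540) read at 0 and 20 min.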
DT40 TDP1 CPT: growth inhibition of DT40 Tdp1-/-;hTDP1 cells with camptothecin (screen for TDP1 inhibitors). chicken DT40 Tdp1-/-;hTDP1 cells + 20 nM CPT, ATP luminescence, 48 h. Potency, µM (highest dose often 46.2 µM), without a hit: at the highest dose activity change, negative = growth inhibition, hits mostly inhibitors. 420,000 tested, 12% active. AID 686979; note: nearly all actives have a fitted effect of over 55% in size
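Chicken DT40 Tdp1-/- cells stably complemented with human TDP1 were seeded at 400 cells/well in medium containing 20 nM camptothecin, exposed to pin-transferred compounds, and grown at 37 °C for at least 48 hr. Viability was read as ATP luminescence.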
Active calls of the source: *; ? = inconclusive; . = no result given; & = joins results of further samples; [ ] = remark or other dose. Calls come from the whole dose curve; as a rule, active = well fitted curve in the direction sought with a large enough effect; inconclusive = small, poorly fitted or top-dose-only effect, or another doubt; inactive = no such curve, though single readings can be large; an effect the other way counts as inactive or inconclusive. % is set by controls: 0 for no effect and ±100 for the full control effect; potency is the fitted concentration of half-maximal effect.

1: CN1CCN(c2nc3ccccn3c(=O)c2/C=C(\C#N)S(=O)(=O)c2ccccc2)CC1
2: COc1cccc(CNC(=O)CN2C(=O)N(c3ccc(C)cc3C)S(=O)(=O)c3ccccc32)c1OC
3: CN1CCN(C(=O)C2(NC(=O)Nc3cccc(F)c3)CCCCC2)CC1
4: C[C@@H]1CN([C@@H](C)CO)C(=O)CCCn2cc(nn2)CO[C@H]1CN(C)S(=O)(=O)c1ccc(Oc2ccccc2)nc1
5: Cn1c(Cc2csc(N)n2)nnc1SC/C=C/c1ccccc1
6: CCN1CCN(CC(=O)c2cc(Cl)ccc2Cl)CC1
7: CCN(c1ccc(NC(=O)COC(=O)c2ccc(S(=O)(=O)N3CCCC3)cc2)cc1)C(C)C
8: COc1ccc(CNC(=O)CN(Cc2ccccc2OC)C(=O)c2csnn2)cc1

Compound,1,2,3,4,5,6,7,8
TDP1 cell noCPT,0%,21µM*,9%,-24%,-1%,10%,-2%,?
DT40 TDP1 CPT,4%,?,2%,-8%,-1%,-1%,-7%,-20%
KAT2A inh,-8%,-11%,-17%,.,-2%,-15%,-2%,-1%

9: Cc1c(F)cccc1NS(=O)(=O)c1cccs1
10: CCCc1nc2sc3ccccc3c(=O)c2c(=O)n1Cc1ccccc1
11: c1ccc(-c2cnc(C3CCCCC3)o2)cc1
12: NC(CO)c1csc(NC(=O)Nc2cccc(Cl)c2)n1 (stereo unspecified)
13: Cc1cccc(N2CCN(C(=O)c3cc4c(=O)[nH]c5ccc(C)cc5c4s3)CC2C)c1 (stereo unspecified)
14: COc1ccc(C(C)(O)c2nc(-c3ccoc3)cs2)cc1 (stereo unspecified)
15: COc1ccc(-n2nc(C(=O)NCC(=O)N3CCCCCC3)c3ccccc3c2=O)cc1
16: O=c1[nH]c(N2CCN(c3ccccc3)CC2)nc2c1CCCC2

Compound,9,10,11,12,13,14,15,16
TDP1 cell noCPT,-5%,-12%,-16%,-14%,?,?,-29%,23µM*
DT40 TDP1 CPT,8%,1%,-26%,-7%,?,?,-6%,?
KAT2A inh,-2%,.,.,.,-6%,.,-6%,-26%

Laid out differently: results already given
#12 NC(CO)c1csc(NC(=O)Nc2cccc(Cl)c2)n1 (stereo unspecified)
- TDP1 cell noCPT = -14%
- DT40 TDP1 CPT = -7%
- KAT2A inh = .
#13 Cc1cccc(N2CCN(C(=O)c3cc4c(=O)[nH]c5ccc(C)cc5c4s3)CC2C)c1 (stereo unspecified)
- TDP1 cell noCPT = ?
- DT40 TDP1 CPT = ?
- KAT2A inh = -6%
#14 COc1ccc(C(C)(O)c2nc(-c3ccoc3)cs2)cc1 (stereo unspecified)
- TDP1 cell noCPT = ?
- DT40 TDP1 CPT = ?
- KAT2A inh = .
#15 COc1ccc(-n2nc(C(=O)NCC(=O)N3CCCCCC3)c3ccccc3c2=O)cc1
- TDP1 cell noCPT = -29%
- DT40 TDP1 CPT = -6%
- KAT2A inh = -6%

The list continues.
17: Cc1ccc(S(=O)(=O)N2C[C@H]3C(=O)C[C@@H](c4ccccc4)N(S(=O)(=O)c4ccc(C)cc4)[C@H]3C[C@H]2c2ccccc2F)cc1
18: Cc1cc(C)c(OCC(=O)N(Cc2ccccc2)C2CCS(=O)(=O)C2)c(C)c1 (stereo unspecified)
19: COc1ccc(S(=O)(=O)NCC2CCCO2)cc1Cl (stereo unspecified)
20: Cc1cc(C(=O)NP(=O)(N2CCOCC2)N2CCOCC2)c(C)n1-c1ccc(N(C)C)cc1
21: COC(=O)c1sc(NC(=S)NC(=O)c2ccccc2Cl)nc1C
22: CCOC(=S)SCc1cn2cccc(C)c2n1
23: Cn1nnc(NC(=S)NC(=O)c2cccs2)n1
24: COc1cccc(CNC(=O)CN2C(=O)CSc3ccc(S(=O)(=O)N4CCCCC4)cc32)c1

Compound,17,18,19,20,21,22,23,24
TDP1 cell noCPT,-27%,-7%,?,-10%,?,-3%,?,?
DT40 TDP1 CPT,-7%,-4%,0%,0%,-2%,-19%,?,?
KAT2A inh,.,0%,-4%,-3%,-5%,-5%,2%,-7%

25: Cc1ccc(S(=O)(=O)Nc2ccc(S(=O)(=O)N3CCOCC3)cc2)cc1
26: CC(C)c1ccc(NC(=O)c2cc(S(=O)(=O)N3CCCC3)c[nH]2)cc1
27: Cc1cc(=O)n(Cc2cccc(Br)c2)c2c1c(C)nn2-c1ccccc1
28: Cc1nc2ccc(NC(=O)C3CCN(S(=O)(=O)c4cccs4)CC3)cc2s1
29: Cc1cc(C)n2nc(C(=O)Nc3ccc(N4CCOCC4)cc3)nc2n1
30: O=[N+]([O-])C(/C=C(\Cl)[N+](=O)[O-])=C1N(Cc2ccc(Cl)nc2)CCN1Cc1ccc(Cl)nc1
31: COc1ccccc1NC(=O)NCc1cccn1Cc1ccccc1
32: CCn1c(COc2ccccc2C)nnc1SCC(=O)N1CCCCC1

Compound,25,26,27,28,29,30,31,32
TDP1 cell noCPT,-3%,?,-9%,?,-27%,?,?,-23%
DT40 TDP1 CPT,-8%,?,-22%,-19%,-21%,?,?,-23%
KAT2A inh,.,-2%,-4%,-18%,.,-1%,0%,1%

33: Cc1cc(NC(=O)COc2ccc(F)c(Cl)c2)no1
34: CC1(C)CC(=O)C(CS(=O)(=O)c2ccccc2)=C(Cl)C1
35: CCCCCC(=O)N1CCN(CCN=CC2=C(O)CC(c3ccc(OC)c(OC)c3)CC2=O)CC1 (stereo unspecified)
36: O=C(NCc1ccccn1)C(=O)Nc1cccc2ccccc12
37: Cc1cc(C(=O)NN=C2CCCC2)c2ccccc2n1
38: COc1cccc(NC(=O)CN2C(=O)NC(c3ccccc3)(c3ccccc3)C2=O)c1
39: O=C(NCc1ccccc1Cl)c1csc([C@@H]2O[C@H](CO)[C@@H](O)[C@H]2O)n1
40: CC(=O)N1CCN(C(=O)CCNC(=O)c2ccc(Br)cc2)CC1

Compound,33,34,35,36,37,38,39,40
TDP1 cell noCPT,19%,2.9µM*,?,-18%,-12%,?,-15%,-4%
DT40 TDP1 CPT,-5%,5.2µM*,-9%&7%,4%,5%,20%,?,-5%
KAT2A inh,1%,-2%,-1%,0%,-6%,-10%,.,.

41: CCOC(=O)C1CCN(S(=O)(=O)c2ccc(-n3cnnn3)c(C)c2)CC1
42: CCOc1ccc(C(=O)NNC(=O)c2cc(C)oc2C)cc1
43: CC(C)OC(=O)N(C)C[C@H]1OCc2cnnn2CCCC(=O)N([C@H](C)CO)C[C@@H]1C
44: Cc1ccc(OCCn2cnc(Cl)c2Cl)cc1
45: CN1CCC(N(C)CC(C)(C)NS(=O)(=O)c2ccccc2)CC1
46: CCOc1ccc(-c2cc(NC(=O)c3ccccc3)c(C(=O)OC)s2)cc1
47: CC1=CC(C)(C)N(C(=O)c2ccccc2)c2ccc(C)cc21
48: Cc1nn(-c2ccc(N3CCOCC3)nn2)c(C)c1CCC(=O)Nc1ccccc1

Compound,41,42,43,44,45,46,47,48
TDP1 cell noCPT,0%,4%,-20%,-4%,21%,12µM*,23µM*,0%
DT40 TDP1 CPT,4%,3%,-4%,6%,8%,?,15µM*,-1%
KAT2A inh,-5%,-1%,.,1%,-5%,-9%,46%[activator],0%

Limited to TDP1 cell noCPT, for 4 of the compounds above:
no.	SMILES	TDP1 cell noCPT
44	Cc1ccc(OCCn2cnc(Cl)c2Cl)cc1	-4%
45	CN1CCC(N(C)CC(C)(C)NS(=O)(=O)c2ccccc2)CC1	21%
46	CCOc1ccc(-c2cc(NC(=O)c3ccccc3)c(C(=O)OC)s2)cc1	12µM*
47	CC1=CC(C)(C)N(C(=O)c2ccccc2)c2ccc(C)cc21	23µM*

Other compounds:
49: O=C(Nc1ccc(F)cc1)C1CCCN(S(=O)(=O)c2cccc3cccnc23)C1 (stereo unspecified)
50: CCN(CC)C(=O)[C@H]1C[C@H](CC(=O)NCC23CC4CC(CC(C4)C2)C3)C(=O)N2CCc3c([nH]c4ccc(Cl)cc34)[C@]12C
51: Cc1c(C)c2cc(Cl)c(O)c(CN3CCN(C)CC3)c2oc1=O
52: C[C@@]12CCC[C@H]1C1CC[C@H]3C[C@H](O)CC[C@]3(C)C1CC2 (stereo partly specified)
53: CCOC(=O)CSc1nc2ccc(NC(=O)COc3ccc(F)cc3)cc2s1
54: CC(C)CN1CC[C@@]2(CCCN(C(=O)c3cc(C(F)(F)F)cc(C(F)(F)F)c3)C2)C1
55: COc1ccc(-c2c(C)c3cc(OC(=O)N4CCOCC4)ccc3oc2=O)cc1
56: Cc1ccccc1NC(=O)CCOc1ccccc1

Compound,49,50,51,52,53,54,55,56
TDP1 cell noCPT,?,18µM*,-19%,-8%,-18%,?,?,-4%&2%
DT40 TDP1 CPT,?,16µM*,-29%,-6%,-1%,0%,-5%,27%&17%
KAT2A inh,-5%,-10%,25µM*,-11%,-6%,-16%,-1%,-17%&-4%

57: O=C(NCCc1ccccc1F)c1[nH]c(C(F)(F)F)nc1-c1ccccc1
58: CC(C)OP(=O)(OC(C)C)C(Nc1cccc(C(=O)O)c1)c1ccccc1 (stereo unspecified)
59: Cc1cc(NC(=O)CCC(=O)N(CC(=O)NC2CCCC2)Cc2ccccc2Cl)no1
60: O=C(Nc1ccc(N2CCOCC2)cc1)c1cnccn1
61: CC(=O)N(C(C)=O)C1=C(C#N)C2(CCCCC2)Cc2ccccc21
62: O=C(Nc1cccc(C(F)(F)F)c1)c1cc(S(=O)(=O)N2CCCCC2)ccc1N1CCOCC1
63: CC1CN(c2nc3c(c(=O)n(Cc4ccc(Cl)cc4)c(=O)n3C)n2C)CC(C)O1 (stereo unspecified)
64: C/C(=N\NC(=O)c1ccccc1)c1ccc(N2CCCCC2)cc1

Compound,57,58,59,60,61,62,63,64
TDP1 cell noCPT,-30%,-7%,?,-10%,-11%,18µM*,26µM*,0%
DT40 TDP1 CPT,1%,6%,-29%,-10%,-22%,23µM*,?,-12%
KAT2A inh,.,-2%,-1%,-5%,0%,-8%,-4%,-4%

65: COc1cc(NC(=O)c2n[nH]c(=O)c3ccccc23)cc(OC)c1
66: Cc1ccc(/C(=N/Nc2ncnc3ccccc23)C(=O)O)cc1
67: CC(C)NC(=O)c1cc(C(=O)c2cc(Cl)ccc2O)coc1=N
68: COc1ccc(CNC(=O)CN2CCC(NC(=O)c3ccccc3C)CC2)cc1
69: O=C(NCCc1ccncc1)c1ccc2nc(Cc3cccc(Cl)c3)oc2c1
70: C=CCCC(=O)Nc1nc(C)c(-c2csc(Nc3ccc(Cl)cc3)n2)s1
71: Cn1c(=O)c2ncn(CC(=O)Nc3cccc(-c4nc5ccccc5s4)c3)c2n(C)c1=O
72: CCCSc1cc(=O)n(-c2ccccc2)nc1C(=O)O

Compound,65,66,67,68,69,70,71,72
TDP1 cell noCPT,-6%,?,-2%,0%,-24%,13µM*,15µM*,-3%
DT40 TDP1 CPT,-11%,?,-20%,-4%,1%,12µM*,15µM*,-23%
KAT2A inh,23%,-13%,-7%,0%,-7%,-7%,-5%,-9%

73: CC(C)(C)OC(=O)N[C@H](C(=O)OC(C)(C)C)c1ccc(Br)cc1
74: CC(=O)N1CCN(S(=O)(=O)c2ccc3c(c2)CCC(=O)N3)CC1
75: CC1CCCN(CCCNC(=O)c2ccc(CS(=O)(=O)c3c(Cl)cccc3Cl)o2)C1 (stereo unspecified)
76: CCCCN(CC)CCCNC(=O)CS(=O)(=O)Cc1nc(-c2ccc(C)cc2)oc1C

Compound,73,74,75,76
TDP1 cell noCPT,?,18%,30%[activator],21µM*
DT40 TDP1 CPT,?,-8%,-13%,?
KAT2A inh,-5%,2%,-8%,-1%

Source: PubChem (National Center for Advancing Translational Sciences (NCATS))
